JMJD2A Tudor: blocks the human JMJD2A Tudor domain | O75164 | AlphaScreen JMJD2A-Tudor / H3K4me3 peptide binding | Potency, µM (titrated, usually from 114 µM), inactives show at the top dose activity change, negative = inhibition, hits mostly inhibitors | actives 4.4% (n = 390,000); further: potency means the concentration at half of the fitted maximal effect; on the % scale 0 is the no-effect control and ±100 the full control effect; nearly all actives have a fitted effect of over 50% in size
HP1b binding inh: HP1-beta chromodomain-methylated histone interaction inhibition. P83916. AlphaScreen HP1-beta / biotin-H3K9me3 peptide binding. Potency, µM (doses to about 114 µM), without a hit: at the top dose activity change, negative = inhibition, most hits filed as inhibitors. actives 0.56% (n = 390,000). AID 540317; further: potency means the concentration at half of the fitted maximal effect; nearly all actives have a fitted effect of over 70% in size; inactives centre near 23
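AlphaScreen: HP1-beta (50 nM) preformed 30 min with biotin-H3(1-18)K9me3 peptide (50 nM) in PBS pH 7.4, 0.01% Tween-20. Compound added for 30 min at RT, then streptavidin donor/nickel chelate acceptor beads (10 ug/mL) for 30 min.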
GLS inhibitor: glutaminase GLS (human) inhibition; GLS enzymatic activity, qHTS titration; actives 0.21% (n = 410,000); AID 624170; Potency, µM (highest dose often 45.5 µM), inactives show at the highest dose activity change, negative = inhibition, actives largely listed as inhibitors; further: potency means the concentration at half of the fitted maximal effect; on the % scale 0 is the no-effect control and ±100 the full control effect
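hKGA in 45 mM KH2PO4 (pH 8.2), 0.02% Tween-20 with compound, then 1mM L-Glutamine (stock as added) plus glutamate oxidase/HRP/Amplex red coupling mix. Fluorescence read initially and after 30 min at RT; signal change reflects glutamate formation.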
G9a inh: G9a (human) methyltransferase inhibition; G9a H3K9 monomethylation, AlphaScreen, 2 h; Potency, µM (doses to about 102 µM), for the others: at the highest dose activity, negative = inhibition, most hits filed as inhibitors; AID 504332; actives 8.8% (n = 350,000); further: potency means the concentration at half of the fitted maximal effect; on the % scale 0 is the no-effect control and ±100 the full control effect; nearly all actives have a fitted effect of over 75% in size
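G9a (20 nM) was preincubated 15 min with compound, then reacted 2 h at room temperature with 500 nM biotin-H3K9 peptide and 20 µM SAM. Monomethyl-H3K9 detected by AlphaScreen using anti-H3K9me1 antibody.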
ERG Ets-DNA blk: inhibitors of human ERG Ets domain-DNA interaction | P11308 | fluorescence polarization, His-ERG Ets domain / labelled DNA | Potency, µM (doses to about 76.9 µM), for the others: at the top dose FP activity, negative = inhibition, usual class: inhibitors | actives 0.028% (n = 370,000); active means well fitted inhibition curve with a large enough effect in the polarisation, with a control signal flat; inconclusive means small, poorly fitted or top-dose-only effect, or effect the other way, or a change in a side signal; inactive means no such curve, though single readings can be large or run the other way; the % refers to the polarisation;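 further: polarization taken with two DNA probes labelled with fluorescein and Texas red; potency means the concentration at half of the fitted maximal effect; % of control where 0% means no effect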
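His-tagged ERG Ets domain (1 uM in the protein solution; 300mM KCl, 50mM Tris-HCl, 1mM EDTA, 1mM DTT, pH 7.5) received compound, then a probe mix of 5 nM fluorescein-DNA and 100nM Texas-615-DNA. Fluorescence polarization was read for both dyes.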
PI4K2A inh: blocks human PI4K2A kinase activity | Q9BTU6 | purified PI4K2A, ADP-Glo luminescence, 1 h; active compounds read low | activity change, negative = inhibition, % at 76.9 µM | AID 1346378 | actives 0.13% (n = 420,000); in the data active means activity change below about -50%; inconclusive means mostly about -30% to -49%;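 further: -100% = wells without enzyme as full effect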
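PI4K2A activity was measured by ADP-Glo luminescence: enzyme (4 ug/mL stock) and phosphatidylinositol (1.2 mM stock) in Tris pH 7.5/MgCl2/EGTA/Triton X-100 buffer were reacted with ATP (300 microM stock) for one hour at ambient temperature.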
12-LOX inh: inhibitors of human 12S-lipoxygenase ALOX12; purified 12hLO, xylenol orange hydroperoxide absorbance; P18054; Potency, µM (doses to about 108 µM), for the others: at the top dose activity change, negative = inhibition, most hits filed as inhibitors; actives 1.1% (n = 580,000); further: potency means the concentration at half of the fitted maximal effect; on the % scale 0 is the no-effect control and ±100 the full control effect
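Purified human 12hLO (150 nM final) in 25 mM Hepes, 0.01% Triton X-100, pH 7.0 was preincubated 15 min at room temperature with compound. Then 40 uM arachidonic acid was added, 30 min. Hydroperoxide was read by Fe-XO absorbance ratio 573/405 nm.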
RGS4 inhibitor: human RGS4 inhibition. actives 0.039% (n = 390,000). Potency, µM (top dose mostly 114 µM), without a hit: at the top dose activity change, negative = inhibition, most hits filed as inhibitors. AID 504845. P49798. Transcreener GDP fluorescence polarization, RGS4-accelerated GTP hydrolysis; further: potency means the concentration at half of the fitted maximal effect; on the % scale 0 is the no-effect control and ±100 the full control effect; nearly all actives have a fitted effect of over 75% in size; some results filed as inactive show a strong effect at the top dose
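MLSMR compounds (23 nl, pin-transferred) preincubated 10 min at room temperature with a 500nM (2x) first reagent, then RGS4 at 900nM (2x) plus Transcreener GDP mix added; fluorescence polarization (620/688 nm) read before and after 90 min at 30 °C.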
BAZ2B inh: blocks human BAZ2B; Potency, µM (top dose mostly 114 µM), for the others: top-dose activity change, negative = inhibition, usual class: inhibitors; actives 4.4% (n = 360,000); AlphaScreen BAZ2B-H3K14Ac peptide displacement; further: potency means the concentration at half of the fitted maximal effect; on the % scale 0 is the no-effect control and ±100 the full control effect; nearly all actives have a fitted effect of over 60% in size
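AlphaScreen displacement of biotin-H3(5-23)K14Ac peptide (50 nM final) from BAZ2B (50 nM final) in PBS pH 7.4, 0.01% Tween-20; complex preformed 30 min RT, then compounds (top 110 uM) 30 min RT, beads 20 min dark.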
* = called active by the depositor; ? = inconclusive; / = not tested or not shown; & = joins results of further samples; ! = not confirmed by another sample; [ ] = another dose, or the depositor's remark. Unless noted, the call rests on the fitted dose curve; in most records, active means well fitted curve in the direction sought with a large enough effect; inconclusive means small, poorly fitted or top-dose-only effect, or another doubt; inactive means no such curve, though single readings can be large; an effect the other way counts as inactive or inconclusive. An excerpt; rates above refer to the full screens.

Below each compound: 12-LOX inh	G9a inh	JMJD2A Tudor	RGS4 inhibitor	HP1b binding inh	PI4K2A inh	BAZ2B inh	ERG Ets-DNA blk	GLS inhibitor
CCOC(=O)N1CCC(NC(=O)C2CCN(S(=O)(=O)c3cnc[nH]3)CC2)CC1
    -6%	0%[12.7 µM]	-5%	17%	22%	-2	0%	-3%	11%
CCC(Sc1nc2nccnc2c(=O)n1Cc1ccc(Cl)cc1)C(=O)NC1CCCCC1 (stereo unspecified)
    -17%	10%[59 µM]	-12%	-9%	28%	4	4%	0%	-3%
CCCn1nc(Oc2nc(N(C)C)nc(N(C)C)n2)ccc1=O
    7%	-2%[12.7 µM]	-9%	20%	15%	5	-11%	-4%	3%
C=CCc1ccccc1OCC(O)Cn1ccnc1C (stereo unspecified)
    13%	-5%[59 µM]	-3%	-23%	17%	5	/	-3%	-2%
Cc1cccc(C(=O)NNC2=CC(=O)CC(C)(C)C2)c1O
    -27%	-2%	-14%	14%	-10%	-3	-19%	2%	?
CCn1nc(C)c(CN2CCC(n3nccc3NC(=O)CCCc3ccccc3)CC2)c1C
    12%&23%	/	-8%	3%	37%	-5	-4%	11%	7%
CCCCn1c(N)c(N(CC(C)C)C(=O)c2cccc(S(=O)(=O)N3CCN(C(C)=O)CC3)c2)c(=O)[nH]c1=O
    -11%	-8%	-9%	8%	12%	2	-6%	-5%	3%
CCOC(=O)c1cnc2ccc(C)cn2c1=O
    3%	/	-7%	6%	35%	-8	-1%	4%	-7%
O=C(COC(=O)c1cc2ccccc2o1)c1ccccc1
    0%	-25%[12.7 µM]	19%	3%	68%[activator]	-6	8%	1%	0%
Cc1c(C(=O)Nc2nc3ccccc3[nH]2)cccc1[N+](=O)[O-]
    -9%	52%[activator][59 µM]	-29%	-4%	2%	-5	?	3%	5%
Cc1ccc(C(=O)CN2C(=O)C(C)Oc3ccccc32)cc1 (stereo unspecified)
    -24%	35%[activator]	15%	-14%	56%[activator]	0	-3%	3%	0%
NC(=O)c1cc(N)ccc1N1CCCC1
    ?	?	?	?	-9%	-19	-39%	-1%	54%[activator]
O=C(Cn1nnc(N2CCCC2)n1)N/N=C/c1ccc(Cl)cc1
    0%	/	5%	-28%	14%	0	-2%	3%	-10%
Cc1nn(-c2ccccc2)c(Cl)c1/C=N/Nc1ccc(S(=O)(=O)Nc2ccccc2C(=O)O)cc1[N+](=O)[O-]
    ?	20µM*	50µM*	28%	?	-5	14µM*	2%	1%
COc1ccc(S(=O)(=O)NC(C)C)cc1C(=O)N1CCOCC1
    -14%	19%	-18%	31%	19%	2	3%	2%	13%
COc1cccc(-c2cc(C(=O)Nc3ccn(Cc4ccc(C)cc4)n3)no2)c1
    11%&-2%	-5%	-16%[11.4 µM]	17%[11.4 µM]	60%&34%[activator]	-1&3	0%&2%	4%&2%	5%&-13%
O=C(CCN1C(=O)c2ccncc2C1=O)NCc1ccc(Cl)cc1
    0%	54%[activator][59 µM]	-14%	-3%	34%	1	-1%	4%	11%
O=C(COc1ccc2c3c(c(=O)oc2c1)CCC3)N1CCCC1
    -10%	12%	-7%	5%	11%	1	-2%	4%	1%
COc1ccccc1N(C(=O)CNS(=O)(=O)c1ccccc1)C(C(=O)NCc1ccco1)C(C)C (stereo unspecified)
    0%	?	-12%	21%	36%	-2	?	-2%	8%
CC(C)Oc1ccc(CNC(=O)c2ccc(CS(=O)c3cccc(Cl)c3)o2)cc1 (stereo unspecified)
    -20%	-24%[59 µM]	-10%	1%	23%	2	-12%	-1%	6%
CN(C)S(=O)(=O)c1ccc2c(c1)Cc1cc(S(=O)(=O)N(C)C)ccc1-2
    0%	-50%	-11%	-24%[56.9 µM]	8%	-2	1%	2%	-1%
CCc1ccccc1NC(=O)c1cc(S(=O)(=O)N2CCCC2)cn1C
    -15%	?	-22%	0%	29%	0	-11%	2%	-2%
COc1cc2ncc(S(=O)(=O)c3ccccc3)c(N3CCC4(CC3)OCCO4)c2cc1OC
    -3%	?	-13%	-3%	26%	-2	-18%	-4%	22%
Cc1c(C(=O)OC(C)CCN(C)C)oc2ccccc12 (stereo unspecified)
    -9%	-33%[59 µM]	-4%	8%	32%	-1	1%	-3%	10%
COC(=O)C1=C(\O)CCCC/C=C\1C(=O)O
    ?	/	-10%	-16%	13%	-2	/	-4%	12%
COc1cccc2c1CCC(NC(C)=O)C2=O (stereo unspecified)
    -10%	24%[59 µM]	-14%	-16%	7%	9	4%	-1%	0%
CCCOc1ccc(/C=C/C(=O)Nc2sc3c(c2C(=O)OCC)CCC(C)C3)cc1OC (stereo unspecified)
    -6%	0%[59 µM]	-17%	-20%	25%	4	10%	3%	10%
CC1=C(C(=O)OC(C)C)C2(O)C(=O)c3ccccc3C2(O)N1 (stereo unspecified)
    0%	6%[59 µM]	-2%	-5%	68%[activator]	-22	3%	5%	18%
O=S(=O)(NCc1ccccc1Cl)c1ccc(N2CCCCS2(=O)=O)cc1
    -13%	14%[59 µM]	-22%	16%	31%	-12	-19%	10%	-8%
CC1Cc2ccccc2N1S(=O)(=O)c1cccc(C(=O)NCc2ccco2)c1 (stereo unspecified)
    -17%	/	-35%	-16%	-7%	2	/	-9%	-6%
Cc1ccc(NC(=S)NC2CCSc3ccccc32)cc1 (stereo unspecified)
    ?	-5%	?	1%	4%	3	-19%	-5%	3%
Cc1ccc(C2=NN(C(=O)c3ccccc3F)C(c3ccccc3F)C2)cc1 (stereo unspecified)
    -2%	16µM*	-19%	?	-18%	0	-38%	-6%	-4%
COc1ccc2c(c1)C(c1cccs1)=NNC(c1cccnc1)=N2
    8%	?	?	11%	15%	7	?	-5%	0%
COC(=O)Cn1c(C)nc2ccccc21
    -2%	-3%	-11%	9%	11%	-5	9%	-8%	0%
CC(=O)Nc1ccc(OCCOc2ccc(/C=C3\C(=N)N4N=C(C)SC4=NC3=O)cc2)cc1
    0%	-9%	-21%	11%	15%	-7	-15%	-1%	-15%
COc1ccc(Cc2nc3c4c(ncn3n2)Oc2ccc3ccccc3c2C4c2ccc(OC)c(OC)c2)cc1 (stereo unspecified)
    -7%	19%[59 µM]	-27%	-20%	-5%	5	-11%	-1%	0%
Cc1nnc(NC(=O)c2cccc(Br)c2)s1
    -19%	16%	-6%	-20%	40%[activator]	-7	9%	-10%	-9%
O=c1cc2nc(-c3ccccc3)nc(SCCOc3ccc(Cl)cc3)n2[nH]1
    0%	-24%[59 µM]	56µM*	-10%	-5%	-1	50µM*	-1%	-11%
O=C(Nc1ccc(OC(F)(F)F)cc1)c1nc2ccccc2nc1N1CCCCC1
    -3%	?	-28%	2%	14%	3	?	1%	0%
Cc1cc(C)cc(C(=O)N2CCN=C2c2ccccc2)c1
    0%	18%[59 µM]	-6%	8%	27%	-1	-17%	1%	1%
COCc1c(C(=O)NC2CCCCCC2)oc2ccccc12
    4%	0%	21%	-25%	55%[activator]	1	21%	6%	0%
COc1ccc(OC)c(NC(=O)CCN2CCCC(C)C2)c1 (stereo unspecified)
    5%	?	-17%	-13%	24%	1	8%	/	40%[activator]
COc1nc(Cc2ccc(Cl)cc2)nc2ccccc12
    -9%	6%	3%	-5%	40%[activator]	-1	0%	-6%	-4%
Nc1ccccc1Oc1c(F)c(F)c(Oc2ccccc2N)c(F)c1F
    -6%	/	-28%	-2%	14%	4	-34%	-4%	1%
O=c1ccc(-c2ccccc2)nn1Cc1c(F)cccc1Cl
    -20%	5%[59 µM]	10%	-3%	58%[activator]	-3	12%	-2%	3%
N#Cc1sc(=O)[nH]c1Cl
    ?	/	89µM*!	-35%&-51%	17%&8%	-5	/	-3%	21%
CC(C)CCNC(=O)c1cc(-c2ccc(Br)s2)nc2ccccc12
    -22%	-3%[59 µM]	-14%	-1%	20%	2	1%	3%	0%
CCCCNc1c(-c2ccc(OC)c(SC(C)CC)c2)nc2ccc(C)cn12 (stereo unspecified)
    ?	/	?	9%	-8%	-2&5	/	11%	17%&11%
Cc1ccc(-n2ncc3c(N4CCN(Cc5ccccc5)CC4)ncnc32)cc1
    3%	3%[59 µM]	-9%	1%	53%[activator]	-1	1%	0%	6%
Cc1cc(=O)oc(C)c1C(=O)OCC(=O)c1ccc(Cl)c(Cl)c1
    0%	-7%[12.7 µM]	-6%	-4%	24%	10	-2%	1%	1%
Cc1ccc(CN(C)C(=O)C2CCN(C(=O)Nc3ccccc3)CC2)o1
    10%	?	-17%	5%	16%	-2	1%	-8%	12%
Cc1nc(Nc2ccc3c(c2)OCO3)c2oc3ccccc3c2n1
    ?	?	-25%	-13%	24%	-10	?	10%	1%
CC(C)CCn1c(CN(C)Cc2ccccc2)nc2c1c(=O)n(C)c(=O)n2C
    ?	-17%	-14%	-16%	31%	-3	-5%	-6%	0%
CN1CCC(=NNC(=O)c2ccco2)CC1
    ?	-7%[59 µM]	-9%	-6%	39%	4	1%	2%	2%

Source: PubChem BioAssay (National Center for Advancing Translational Sciences (NCATS))
